Screening results as filed in PubChem BioAssay.
Rab7 wt GTP bind – modulators of GTP binding to Rab7, primary screen, biochemical, wildtype, multiplex bead flow cytometry. AID 758, 2007. GST-Rab7 beads, fluorescent GTP binding; actives lie on both sides; untreated = 100%, excess cold GTP = 0%. Rab7 GTPase wild type (dog), Bodipy-FL-GTP binding. GTP binding activity (percent of control), % at 10 µM. actives 0.055% (n = 190,000);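 active = fluorescent GTP binding to Rab7 beads changed by at least 20 points from the 100% baseline, either direction, mostly lower; inconclusive = compound itself probably fluorescent, or too few beads counted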;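 note: median green fluorescence of bound Bodipy-FL-GTP per Rab7 bead population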
Cdc42 wt – modulators of GTP binding to wildtype Cdc42, primary screen, biochemical, multiplex bead flow cytometry, Bodipy-GTP | GST-Cdc42 beads; actives lie on both sides | actives 0.2% (n = 190,000) | AID 761, 2007 | percent activity (GTP binding), % at 10 µM;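 active = percent activity GTP binding at least 20 points away from the 100% baseline, either down as inhibitor or up as activator; inconclusive = compound flagged as likely green fluorescent from well-wide comparison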;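 note: median bead fluorescence of bound Bodipy-FL-GTP at 100 nM; 0% = excess unlabeled GTP control and 100% = no compound control; below 100% means less GTP binding so inhibitor and above means activator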
Avidin fluor – green autofluorescence of compounds with avidin beads – biophysical, 488/530 nm, flow cytometry, artefact control, profiling panel. compound fluorescence 488/530 nm; stronger effect = higher value. fluorescence (KMESF) at 10 µM. actives 0.38% (n = 220,000). AID 1775, 2009; in the data active = fluorescence above about 47; note: inactives centre near 10
Rac1 wt GTP bind – wildtype Rac1 GTP binding modulators, primary screen, biochemical, GST-Rac1 beads, flow cytometry, multiplex; Ras-related C3 botulinum toxin substrate 1 (Homo sapiens), P63000; fluorescent GTP binding; actives lie on both sides; 0 = cold GTP competed, 100 = untreated; GTP binding activity (% of control), % at 10 µM; actives 0.27% (n = 190,000); AID 757, 2007;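 active = GTP binding activity at least 20 points away from the 100% control level, either lower or higher; inconclusive = compound flagged as likely green fluorescent, judged across all proteins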
HRas wt GTP – modulators of GTP binding to HRas wildtype, primary screen, biochemical, bead-based flow cytometry, multiplex. AID 759, 2007. GST-Ras wt beads, Bodipy-FL-GTP binding; actives lie on both sides. GTP binding activity, % at 10 µM. GTPase HRas (Homo sapiens), P01112. actives 0.14% (n = 190,000);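 active = GTP binding activity at least 20% away from the 100% baseline, either lowered as inhibitor or raised as activator; inconclusive = flagged as likely green fluorescent, judged across all proteins in the well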;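 note: 0% = unlabeled GTP competition control and 100% = no-compound control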
Rab2A wt mod – modulators of GTP binding to Rab2A wildtype, primary screen, biochemical, dog, bead-based flow cytometry, multiplex. actives 0.19% (n = 190,000). Ras-related protein Rab-2A (Canis lupus familiaris), P61105. GTP binding activity, % at 10 µM. GST-Rab2 wt beads, Bodipy-GTP binding;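 active = GTP binding activity at least 20 points away from 100%, either lowered or raised; inconclusive = signal likely due to the compound's own green fluorescence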;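 note: 0% = beads with excess unlabeled GTP and 100% = no-compound control corrected for plate trend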
Rac1 act GTP bind – GTP binding modulators of activated mutant Rac1, primary screen, biochemical, bead-based flow cytometry, multiplex, fluorescent GTP; Ras-related C3 botulinum toxin substrate 1 (Homo sapiens), P63000; GST-Rac1 activated beads; actives lie on both sides; 100% means binding = to untreated wells; percent activity (GTP binding), % at 10 µM; actives 0.11% (n = 190,000);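 active = GTP binding at least 20 percentage points away from the 100% baseline, in either direction, so actives lie on both sides; inconclusive = Compound likely fluorescent itself, or too few beads counted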
GSH fluor – compound fluorescence on glutathione beads, profiling panel, artefact control, biophysical, 488/530 nm, flow cytometry; GSH beads flow cytometry, compound fluorescence 488/530 nm; stronger effect = higher value; fluorescence (KMESF) at 10 µM; AID 1776, 2009; actives 0.25% (n = 190,000); in the data active = fluorescence above about 89;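 note: glutathione beads carrying GST-tagged Bcl family fusion proteins plus one bare bead set; values are compound well signal with DMSO vehicle wells as background; inactives centre near 16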
ABCB1 block – ABCB1 efflux pump inhibitors, primary screen, cell-based, multiplex, flow cytometry, ABCG2 counter-screen. ATP-dependent translocase ABCB1 (Homo sapiens), P08183. CCRF-Adr cells, JC-1 efflux. inhibition, % at 6.6 µM. actives 0.067% (n = 190,000). AID 1326, 2008; in the data active = inhibition above about 40%;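 note: 0% = vehicle and 100% = reference inhibitor; higher value means more JC-1 retained so stronger ABCB1 efflux block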
Target sequence (P08183 whole entry, looked up): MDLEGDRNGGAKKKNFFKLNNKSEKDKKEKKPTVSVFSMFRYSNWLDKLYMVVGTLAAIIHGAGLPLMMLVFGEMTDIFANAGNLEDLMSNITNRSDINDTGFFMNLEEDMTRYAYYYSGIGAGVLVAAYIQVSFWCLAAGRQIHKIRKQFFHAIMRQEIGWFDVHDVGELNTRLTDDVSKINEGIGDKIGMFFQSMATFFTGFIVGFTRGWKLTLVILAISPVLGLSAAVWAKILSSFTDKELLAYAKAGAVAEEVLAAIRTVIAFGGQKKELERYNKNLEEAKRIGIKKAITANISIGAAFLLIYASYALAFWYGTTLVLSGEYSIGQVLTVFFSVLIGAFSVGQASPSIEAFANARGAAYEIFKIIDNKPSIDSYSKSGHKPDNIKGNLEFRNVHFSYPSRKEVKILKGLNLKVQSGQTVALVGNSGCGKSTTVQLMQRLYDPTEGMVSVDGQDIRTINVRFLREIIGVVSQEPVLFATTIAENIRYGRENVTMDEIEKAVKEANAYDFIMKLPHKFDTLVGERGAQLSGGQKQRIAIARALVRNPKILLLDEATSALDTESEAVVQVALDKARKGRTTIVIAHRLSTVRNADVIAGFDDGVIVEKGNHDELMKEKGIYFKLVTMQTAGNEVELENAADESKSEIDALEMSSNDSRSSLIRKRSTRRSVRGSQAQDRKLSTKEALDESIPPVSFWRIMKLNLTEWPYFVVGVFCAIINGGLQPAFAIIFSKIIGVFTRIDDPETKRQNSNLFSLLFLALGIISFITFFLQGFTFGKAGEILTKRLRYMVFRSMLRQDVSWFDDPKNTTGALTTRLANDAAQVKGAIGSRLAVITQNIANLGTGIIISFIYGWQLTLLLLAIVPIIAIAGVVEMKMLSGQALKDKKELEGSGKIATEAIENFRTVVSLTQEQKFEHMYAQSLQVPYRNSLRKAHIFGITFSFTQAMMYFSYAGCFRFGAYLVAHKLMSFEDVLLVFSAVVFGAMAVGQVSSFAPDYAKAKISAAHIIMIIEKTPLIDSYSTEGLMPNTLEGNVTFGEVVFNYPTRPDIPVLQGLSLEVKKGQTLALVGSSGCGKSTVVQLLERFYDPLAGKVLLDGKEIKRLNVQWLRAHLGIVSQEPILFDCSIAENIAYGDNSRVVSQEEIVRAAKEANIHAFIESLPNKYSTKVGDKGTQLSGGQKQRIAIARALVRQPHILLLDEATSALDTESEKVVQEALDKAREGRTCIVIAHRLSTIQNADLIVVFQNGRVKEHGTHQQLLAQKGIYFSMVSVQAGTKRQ
Pf gametocyte – late stage P. falciparum gametocyte viability inhibitors, primary screen, ATP luminescence, HTS; P. falciparum stage V gametocytes, 24 h; actives 0.065% (n = 150,000); inhibition, % at 10.9 µM; AID 743093, 2013;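 active = inhibition above the mean plus 3 SD of compounds within the control limits, set per campaign, cut at about 38% in these data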;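 note: 0% = DMSO wells and 100% = medium only without gametocytes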
ABCG2 inh – ABCG2 efflux pump inhibitors, primary screen, multiplex with ABCB1, IgMXP3 cells, flow cytometry | Broad substrate specificity ATP-binding cassette transporter ABCG2 (Homo sapiens), Q9UNQ0 | JC-1 efflux | inhibition, % at 6.6 µM | actives 0.1% (n = 190,000) | AID 1325, 2008;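 active = inhibition above 80%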;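 note: 0% = DMSO and 100% = nicardipine control wells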
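Read-out basis: Efflux inhibition in percent versus controls | Test system: ABCG2 IgMXP3 and barcoded ABCB1 CCRF-Adr cell mix | Quantity: 3 million cells/mL in well | Schedule: 10 min at 25 °C | Control set: Nicardipine as high control, DMSO as low control | Reagent: JC-1 as fluorescent efflux pump substrate | Signal: Flow cytometry of retained JC-1 fluorescence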
* = called active by the depositor; ? = inconclusive; . = not tested or not shown.

| Compound | Rab7 wt GTP bind | Cdc42 wt | Avidin fluor | Rac1 wt GTP bind | HRas wt GTP | Rab2A wt mod | Rac1 act GTP bind | GSH fluor | ABCB1 block | Pf gametocyte | ABCG2 inh |
| --- | --- | --- | --- | --- | --- | --- | --- | --- | --- | --- | --- |
| O=C1NC(c2ccc3c(c2)OCO3)Nc2ccccc21 (stereo not drawn) | 103.0 | 102.0 | 12 | 100.0 | 101.0 | 100.0 | 99.0 | 14 | 0.6 | 14.1 | 1.6 |
| Cn1c(-c2ccc[nH]c2=O)nc2cc(Cl)ccc21 | 97.0 | 96.0 | 37 | 95.0 | 97.0 | 96.0 | 94.0 | 11 | -0.1 | 11.6 | 0.0 |
| COc1cc(NC(=O)COC(=O)CNS(=O)(=O)c2ccc(F)c(F)c2F)cc(OC)c1 | 105.0 | 98.0 | 2 | 102.0 | 100.0 | 98.0 | 100.0 | 6 | -0.1 | 16.8 | 6.2 |
| CCN(Cc1cc2cc(C)ccc2[nH]c1=O)S(=O)(=O)c1ccccc1 | 100.0 | 99.0 | 14 | 108.0 | 102.0 | 100.0 | 101.0 | 37 | 1.4 | -46.8 | 0.8 |
| CC(C)C(=O)Nc1ccc2oc(-c3cc(F)c(F)cc3Cl)nc2c1 | 102.0 | 102.0 | 7 | 102.0 | 104.0 | 103.0 | 100.0 | 41 | 1.9 | . | 36.8 |
| COC(=O)CSC1=C(C#N)C(c2ccccc2)CC(=O)N1 (stereo not drawn) | 97.0 | 96.0 | 4 | 97.0 | 97.0 | 97.0 | 95.0 | 36 | -0.3 | -25.2 | -1.5 |
| C=CCNS(=O)(=O)c1ccc(OCC(=O)OCC)cc1 | 106.0 | 103.0 | 10 | 103.0 | 102.0 | 102.0 | 97.0 | 8 | 0.4 | -10.4 | 1.8 |
| CCn1c(SCc2ccccc2Cl)nc2ccccc21 | 99.0 | 101.0 | 7 | 100.0 | 100.0 | 101.0 | 98.0 | 24 | 0.6 | 20.9 | 1.8 |
| CC(C)Cn1cnc2c(c(-c3ccccc3)c(-c3ccccc3)n2Cc2ccco2)c1=N | 104.0 | 99.0 | 8 | 107.0 | 103.0 | 102.0 | 103.0 | 251* | 2.3 | . | 2.0 |
| Cc1ccccc1OCc1n[nH]c(=S)n1Cc1ccccc1 | 98.0 | 101.0 | 5 | 103.0 | 99.0 | 98.0 | 98.0 | 8 | -1.3 | . | -4.7 |
| CN1CC(c2ccc(C#N)cc2)C2(COc3ccccc3C2=O)C12C(=O)Nc1ccccc12 (stereo not drawn) | 96.0 | 96.0 | 25 | 100.0 | 96.0 | 97.0 | 99.0 | 15 | 1.7 | 8.9 | 1.6 |
| Cc1nnsc1Sc1cccc(C(F)(F)F)c1 | 101.0 | 98.0 | 6 | 103.0 | 100.0 | 100.0 | 99.0 | 41 | 0.1 | . | 0.0 |
| CCCc1cc(=O)[nH]c(SCC(=O)N2CCN(S(=O)(=O)c3ccc(Cl)cc3)CC2)n1 | 94.0 | 99.0 | 9 | 101.0 | 99.0 | 97.0 | 99.0 | 5 | 1.8 | -11.1 | 25.4 |
| COc1ccccc1N(C(C)=O)c1nc(C)cc(C)c1C#N | ? | ? | 7 | ? | ? | ? | ? | 63 | 0.5 | -0.1 | 5.8 |
| N#Cc1c(/N=C/c2cccs2)sc2c1CCC2 | 101.0 | 100.0 | 38 | 108.0 | 101.0 | 98.0 | 100.0 | 38 | -0.2 | . | 70.8 |
| C#CCNc1ccc([N+](=O)[O-])cc1 | 102.0 | 95.0 | 12 | 95.0 | 95.0 | 98.0 | 93.0 | 10 | 0.0 | -11.1 | -0.1 |
| Cc1ccc(NC(=O)CCn2c(=S)oc3ccccc32)cc1 | 96.0 | 103.0 | 9 | 104.0 | 100.0 | 100.0 | 98.0 | 13 | 0.2 | 19.4 | 2.4 |
| CC(=O)Nc1ccc(NC(=O)CC2Nc3cccc4cccc(c34)NC2=O)cc1 (stereo not drawn) | 102.0 | 100.0 | 17 | 99.0 | 103.0 | 102.0 | 94.0 | 12 | -0.1 | . | -0.2 |
| CC(C)N1CCN(Cc2cc(F)ccc2-n2cccn2)CC1CCO (stereo not drawn) | 101.0 | 100.0 | 7 | 103.0 | 99.0 | 97.0 | 95.0 | 15 | 0.5 | 4.1 | 1.0 |
| Cc1ccc(S(=O)(=O)NNC(=O)C2CCN(S(=O)(=O)c3ccc(C)cc3)CC2)cc1 | 97.0 | 99.0 | 24 | 102.0 | 99.0 | 97.0 | 97.0 | 15 | 0.3 | . | 2.1 |
| O=C(NO)c1ccccc1C(F)(F)F | 93.0 | 95.0 | 9 | 96.0 | 93.0 | 95.0 | 96.0 | 18 | -0.4 | . | -0.9 |
| Cc1nc2c(Cl)cc(Cl)cc2[nH]1 | ? | ? | 14 | ? | ? | ? | ? | 61 | 0.2 | . | 2.3 |
| CCCC(=O)Nc1nc(C)c(C(C)=O)s1 | 94.0 | 98.0 | 8 | 98.0 | 93.0 | 94.0 | 97.0 | 23 | 0.0 | 14.3 | 1.6 |
| CC1Cc2ccccc2N1C(=O)Cn1nc(C(=O)O)c2ccccc2c1=O (stereo not drawn) | 100.0 | 96.0 | 15 | 94.0 | 99.0 | 100.0 | 96.0 | 23 | 1.5 | . | 8.0 |
| CCCCC(=O)Nc1cccc(-c2cn3ccccc3n2)c1 | 96.0 | 100.0 | 13 | 101.0 | 99.0 | 101.0 | 99.0 | 31 | -1.0 | -5.6 | 64.0 |
| O=C(CSCCc1ccccn1)Nc1cccnc1Cl | 96.0 | 99.0 | 37 | 101.0 | 99.0 | 97.0 | 99.0 | 18 | 0.4 | -14.8 | 1.0 |
| CC(C)CC(=O)NC(=S)Nc1nc(-c2ccc(Cl)cc2)cs1 | 101.0 | 106.0 | 14 | 104.0 | 99.0 | 99.0 | 99.0 | 14 | -1.5 | -22.0 | -12.7 |
| Cc1cc(NC(=O)c2cc(-c3ccco3)on2)nn1Cc1ccc(Cl)cc1 | 107.0 | 103.0 | 6 | 103.0 | 102.0 | 104.0 | 100.0 | 15 | 0.7 | -17.1 | 1.5 |
| COC(CNC(=O)c1ccc(N2CCC3(CC2)OCCO3)c([N+](=O)[O-])c1)OC | 95.0 | 98.0 | 8 | 98.0 | 96.0 | 94.0 | 96.0 | 7 | 1.4 | 5.5 | 55.0 |
| COc1ccccc1-n1cnnc1SCC(=O)c1cc(C)n(Cc2cccs2)c1C | 103.0 | 102.0 | 5 | 106.0 | 103.0 | 102.0 | 100.0 | 38 | 1.4 | -22.4 | 2.1 |
| O=C(NCc1cccnc1)c1nc(-c2cccs2)no1 | 104.0 | 95.0 | 9 | 97.0 | 95.0 | 98.0 | 93.0 | 15 | 0.3 | 1.2 | 4.8 |
| CC(C)NCC(O)Cn1c2c(c3ccccc31)CCc1c-2cnn1-c1ccccc1 (stereo not drawn) | 99.0 | 104.0 | 8 | 102.0 | 103.0 | 100.0 | 99.0 | 31 | 1.6 | -6.7 | 3.1 |
| COc1ccc(C(=O)NCc2ccccc2OC)c(OC)c1 | 103.0 | 104.0 | 8 | 111.0 | 102.0 | 103.0 | 103.0 | 16 | 0.6 | 6.0 | 6.9 |
| CC(Oc1cccc(F)c1)C(=O)/C=C\N(C)C (stereo not drawn) | 100.0 | 103.0 | 11 | 108.0 | 100.0 | 100.0 | 99.0 | 29 | 1.0 | . | 9.8 |
| C/C(=N\OC(=O)c1ccc(Cl)c(Cl)c1)c1sc(C)nc1C | 104.0 | 101.0 | 8 | 108.0 | 104.0 | 102.0 | 101.0 | 8 | 0.0 | 21.8 | 1.0 |
| CCOC(=O)c1nn(-c2ccc(OCC)cc2)c2nc(-c3cccc(OC)c3)c(C#N)c(=O)n12 | 97.0 | 104.0 | 12 | 102.0 | 100.0 | 101.0 | 101.0 | 22 | -1.1 | -34.6 | 0.9 |
| C=CCSc1nc(C)c(Cc2cccc3ccccc23)c(=O)[nH]1 | 93.0 | 94.0 | 9 | 96.0 | 92.0 | 93.0 | 95.0 | 15 | 0.6 | 4.1 | 0.8 |
| Cc1ccccc1NC(=S)N(CCCN1CCCCC1)Cc1ccco1 | 99.0 | 96.0 | 11 | 100.0 | 102.0 | 101.0 | 102.0 | 13 | -0.2 | . | -1.4 |
| COC(=O)c1nn(-c2ccccc2)c(Sc2ccc(Cl)cc2)c1/C=N/O | 94.0 | 99.0 | 7 | 100.0 | 100.0 | 100.0 | 98.0 | 18 | 3.2 | . | 2.1 |
| NS(=O)(=O)c1ccc(CNC(=O)/C=C/c2c(Cl)cccc2Cl)cc1 | 93.0 | 86.0 | 18 | 83.0 | 89.0 | 94.0 | 93.0 | 11 | 0.8 | . | 3.1 |
| Cc1onc(-c2ccccc2)c1C(=O)Nc1cccc2nsnc12 | 99.0 | 101.0 | 12 | 96.0 | 97.0 | 96.0 | 95.0 | 25 | 0.2 | . | 5.3 |
| Brc1ccc2cccnc2c1 | 93.0 | 97.0 | 5 | 95.0 | 97.0 | 96.0 | 97.0 | 24 | 0.0 | 3.7 | 0.4 |
| COc1cccc(CC2(CO)CCN(Cc3cccn3-c3cccnc3)CC2)c1 | 96.0 | 101.0 | 9 | 100.0 | 97.0 | 98.0 | 97.0 | 52 | 0.9 | -33.6 | 1.9 |
| O=C(CCCN1C(=O)CCC1=O)Nc1ccc2c(c1)OCO2 | 100.0 | 101.0 | 6 | 103.0 | 100.0 | 102.0 | 100.0 | 12 | -0.7 | . | 2.0 |
